Bioassay records deposited in PubChem by National Center for Advancing Translational Sciences (NCATS).
TDP1 cell CPT = DT40-hTDP1 cell growth loss with CPT; chicken DT40 Tdp1-/-;hTDP1 cells + 20 nM CPT, ATP luminescence, 48 h; Potency, µM (top dose mostly 46.2 µM), inactives show at the top dose activity change, negative = growth inhibition, hits mostly inhibitors; 12% of 420,000 active; note: nearly all actives have a fitted effect of over 55% in size
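Chicken DT40 Tdp1-/- cells complemented with human TDP1, 400 cells/well, exposed to compounds plus 20 nM camptothecin for at least 48 h at 37 C; viability read as ATP content by CellTiter-Glo luminescence.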
FEN1 inh = human FEN1 inhibition. Potency, µM (highest dose often 114 µM), for inactives: at the top dose activity change, negative = inhibition, usual class: inhibitors. P39748. Recombinant FEN1 flap cleavage, fluorescence, 15 min. 0.35% of 390,000 active; note: nearly all actives have a fitted effect of over 65% in size
Target sequence (P39748 whole entry, looked up): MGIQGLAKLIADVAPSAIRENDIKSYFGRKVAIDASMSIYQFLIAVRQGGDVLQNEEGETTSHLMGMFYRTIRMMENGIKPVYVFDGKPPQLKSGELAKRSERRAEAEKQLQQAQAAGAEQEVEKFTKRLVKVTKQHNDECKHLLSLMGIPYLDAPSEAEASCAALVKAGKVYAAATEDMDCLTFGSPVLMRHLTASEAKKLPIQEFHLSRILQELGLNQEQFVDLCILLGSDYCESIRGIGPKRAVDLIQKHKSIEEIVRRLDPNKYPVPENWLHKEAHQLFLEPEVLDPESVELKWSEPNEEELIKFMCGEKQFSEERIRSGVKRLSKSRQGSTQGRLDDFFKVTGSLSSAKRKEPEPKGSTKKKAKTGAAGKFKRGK
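Compounds are tested as a concentration series against 10 nM FEN1; after a 15 min room-temperature preincubation, 50 nM substrate starts cleavage, with plate reads at 0 and 15 min. Normalized responses are fitted by a Hill equation.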
N370S GC mod = N370S glucocerebrosidase modulation, Gaucher chaperone candidate | P04062 | N370S GC spleen homogenate, 4MU-glucoside fluorescence | Potency, µM (series often up to 59.4 µM), for the others: at the top dose activity change, negative = inhibition, hits mostly inhibitors | 0.092% of 330,000 active;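 note: 0% = full enzyme activity and -100% = no enzyme basal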
Active calls of the source: *; u = inconclusive; x = no result given; & = joins results of further samples; [ ] = dose if it differs, or a comment. Calls come from the whole dose curve; as a rule, active = well fitted curve in the direction sought with a large enough effect; inconclusive = small, poorly fitted or top-dose-only effect, or another doubt; inactive = no such curve, though single readings can be large; an effect the other way counts as inactive or inconclusive. Unless noted, % is set by controls: 0 for no effect and ±100 for the full control effect; potency is the fitted concentration of half-maximal effect. The list is partial; rates above refer to the full screens.

SMILES | TDP1 cell CPT | FEN1 inh | N370S GC mod
CCCOc1cccc(C2C(C(=O)c3ccc(C)o3)=C(O)C(=O)N2CCN2CCOCC2)c1 (stereo unspecified) | -15% | 2% | -5%
Oc1ccc[n+](CCCCC[n+]2cccc(O)c2)c1 | -10% | 15% | 4%
CCC(C)c1ccccc1NC(=O)COc1ccc(-n2cnnn2)cc1 (stereo unspecified) | -8% | 16% | x
O=C(Oc1ccc2ccccc2c1)c1ccccc1 | 3% | 2% | -1%[12.8 µM]
O=C(NCc1ccccc1F)Nc1ccc([N+](=O)[O-])cc1 | u | 1% | -7%
Nc1ccccc1OCCOc1ccccc1N | 5% | -2% | -7%
CCOC(=O)c1cnn2c1[nH]c(=O)c1ccccc12 | -1% | 4% | -2%
c1ccc2c(c1)nc(NCCN1CCOCC1)c1nncn12 | -1% | 19% | 5%
CCOc1ccccc1CNC(=O)c1nc(-c2ccc(Cl)cc2)n2c1CCCCC2 | 23µM* | -20% | x
O=C(CN1C(=O)NC2(CCCCCC2)C1=O)N1CCN(c2ccc(F)cc2)CC1 | u | -12% | x
Cc1c(OCC(=O)OC(C)(C)C)ccc2c3c(c(=O)oc12)CCC3 | u | 5% | 7%
Cc1nnsc1NC(=O)OCCCl | 10% | -6% | -5%
COc1ccc(S(=O)(=O)n2nc(C)c(S(=O)(=O)N3CCCCC3)c2C)cc1 | 0% | -1% | x
CCC1=C(OC(=O)N(CC)CC)N2C(=O)OC(=NCCc3c[nH]c4ccccc34)[C@]2(C)[C@H]2C1=CC[C@H]1C(=O)N(CC(=O)OC)C(=O)[C@H]12 | -25% | -25% | -19%&0%
Cc1ccc(/C=C2\OC(=O)c3ccccc32)cc1 | -21% | -10% | 3%
COc1cccc(CNC(=O)Cn2cc([N+](=O)[O-])cn2)c1 | 9% | 4% | -1%
COc1ccccc1N1CCN(C(=O)C2CCCO2)CC1 (stereo unspecified) | -2% | 4% | 3%
O=C(CCCNS(=O)(=O)c1ccccc1)NCc1ccco1 | -5% | 7% | -16%
CC(=O)NC(Cc1cccc(F)c1)C(=O)NC1CCN(c2ncccc2[N+](=O)[O-])CC1 (stereo unspecified) | -13% | 18% | u
COc1cc2c(cc1OC)CN(C(=O)c1ccc(S(=O)(=O)N3CCCCCC3)cc1)CC2 | 21µM* | -2% | -26%
CCOC(=O)[C@@H]1[C@H]2COc3ccccc3[C@H]2N2C(=O)N(c3ccc(C)cc3)C(=O)[C@]12C | -26% | -5% | 23%
COc1ccccc1-c1c(NC(=O)c2ccco2)n(C)c2ccccc2c1=O | -19% | 3% | 1%
CC(CN1CCOCC1)OC(=O)c1ccccc1 (stereo unspecified) | 18% | 6% | 4%
COc1ccc(Cn2nnnc2C(c2ccccc2)N2CCN(c3ccccc3)CC2)cc1 (stereo unspecified) | u | -14% | x
COc1ccc(/C=N/NC(=O)c2ccco2)cc1OCc1ccccc1 | -28% | 7% | 1%
Cc1ccnc2nc(C(=O)OCCOc3cccc(Br)c3)nn12 | -8% | -4% | 1%
O=C(Cn1c2ccccc2c(=O)c2cc([N+](=O)[O-])ccc21)Nc1ccccc1Cl | u | 1% | 6%
O=C(Nc1ccno1)Nc1ccc(Cl)cc1Cl | u | 1% | -4%
COc1ccccc1CCNC(=O)C(=O)NCC(c1ccco1)S(=O)(=O)c1cccs1 (stereo unspecified) | 21µM* | -12% | x
O=C(CSc1nnc(CNc2ccc(F)cc2)n1Cc1ccccc1)NCc1ccccc1 | -20% | -15% | 5%
N#C/C(=C\c1ccc(OCCN2CCOCC2)cc1)C(=O)Nc1ccccc1 | -13% | 2% | -6%
Cc1cc(OCCn2cnc3ccccc3c2=O)cc(C(C)C)c1 | -23% | -6% | 6%
COC(=O)c1sc2nc(CSc3ccc(Br)cc3)[nH]c(=O)c2c1C | u | 2% | -13%
COc1ccc(CNc2ncnc3ccc(-c4cccnc4)cc23)c(OC)c1 | u | x | -4%
CC(O)c1cccc(-c2ccc(CN3C[C@]4(CO)O[C@@H](CO)C[C@@H]4S3(=O)=O)cc2)c1 (stereo partly specified) | u | -4% | x
O=C(O)c1cccc(-c2ccc(/C=C3/SC(=Nc4ccccc4)N(Cc4cccnc4)C3=O)o2)c1 | 10% | u | -6%
COc1ccc(C2c3cc(OC)c(OC)cc3CCN2C(=O)c2ccccc2Br)cc1OC (stereo unspecified) | -11% | u | -5%
COc1ccc(N(CC(=O)NCCc2ccccc2)S(=O)(=O)c2ccc(OC)c(OC)c2)cc1 | -15% | -5% | x
COC(=O)c1ccccc1NC(=O)c1sc(Cl)nc1C | u | 3% | -7%
COc1cc(CN2CCC(C(=O)N3CCC(C)CC3)CC2)cc(Br)c1O | -9% | 1% | 3%

Limited to TDP1 cell CPT, for two of the compounds above:
Structure	TDP1 cell CPT
Cc1ccc(/C=C2\OC(=O)c3ccccc32)cc1	-21%
COc1cccc(CNC(=O)Cn2cc([N+](=O)[O-])cn2)c1	9%

Remaining list, next part:
SMILES | TDP1 cell CPT | FEN1 inh | N370S GC mod
COc1cc(C(=S)N2CCOCC2)cc(OC)c1OC(=O)c1cc([N+](=O)[O-])cc([N+](=O)[O-])c1 | -11% | -5% | -5%
Cc1ccc(S(=O)(=O)N2CCN(C(=O)c3ccco3)CC2)c(C)c1 | -25% | -11% | -5%
O=C(COc1ccc(Cl)cc1)NCc1nnc(SCC(=O)N2CCCCCC2)o1 | u | 8% | -8%
CCN1CCc2c(sc(N)c2C#N)C1 | u | -16% | 12%
CCOC(=O)/C(=N\Nc1ncnc2ccccc12)c1ccc(C)cc1 | 2% | -8% | 3%
Cc1cc(C(=O)CN2C(=O)NC3(CCC(C)CC3)C2=O)c(C)n1C (stereo unspecified) | -11% | 3% | 0%
Cc1ccc(CS(=O)(=O)CCC(=O)NCCCN2CCCC2=O)cc1 | 12% | 3% | -1%
CCOc1cccc(N(C(=O)c2ccco2)C(C(=O)NC2CCCC2)c2cccnc2)c1 (stereo unspecified) | 1% | -1% | -11%
CCOc1ccc(-c2nn3c(-c4cc(-c5ccccc5)n[nH]4)nnc3s2)cc1 | 16µM* | 13%&7% | x
Cc1ccc(NC(=O)c2cc(=O)c3ccccc3o2)c(C)c1 | -23% | -2% | 8%
CCOC(=O)CSC1=C(C#N)C(c2ccc(C)s2)CC(=O)N1 (stereo unspecified) | 5.2µM* | 0% | -1%
C=CCN(CC=C)C(=S)NC(=O)c1ccc([N+](=O)[O-])cc1 | 5.8µM* | 1% | 2%
Cc1cccc(Nc2c([N+](=O)[O-])c(=O)n(C)c3ccccc23)c1 | u | -6% | 6%
CCOCC(=O)N1CCN(c2ccc(F)cc2)CC1 | 2% | -4% | 1%
Clc1ccc(OCc2nnc(-c3ccccc3Br)o2)c(Cl)c1 | 4% | -7% | 8%
Cc1cc(NS(=O)(=O)c2ccc(-c3ccccc3)cc2)no1 | 0% | -7% | 3%
Cc1ccc(C(=O)Nc2cccc(O)c2)cc1S(=O)(=O)N1CCCCCC1 | 29µM* | -6%&-33% | 0%
CC(NC(=O)CCNS(=O)(=O)c1cccc2nonc12)c1ccccc1 (stereo unspecified) | -2% | 1% | 4%
Cc1cc(C)cc(C(=O)NCC(=O)OCC(=O)Nc2cccnc2Cl)c1 | 5% | -2% | -5%
O=C(c1cccs1)N1CCN(c2cccc(Cl)c2)CC1 | -10% | 1% | 3%
CC(=O)c1ccc(C(=O)N(CCCN(C)C)c2nc3c(C)c(C)ccc3s2)cc1 | 18µM* | -19% | x
O=C(CCCn1c(=O)c2cccn2c2ccccc21)NCCc1ccc(Cl)cc1 | u | -1% | x
COCCNC(=O)C(=O)c1cc(C)n(-c2ccc([N+](=O)[O-])cc2)c1C | u | -3% | 0%
Cc1ccc(S(=O)(=O)N2[C@@H](c3ccccc3F)C(C(=O)O)=CC[C@H]2c2ccc3c(c2)OCO3)cc1 | 0% | 2% | -2%
Cc1c(C(=O)NC2CC(=O)N(c3ccc4c(c3)OCCO4)C2)cccc1[N+](=O)[O-] (stereo unspecified) | 7% | 0% | -5%
O=C(O)[C@@H]1CCCN1C(=O)CCc1c[nH]c2ccccc12 | -7% | -7% | 0%
O=C(CN1CCN(c2cccc(Cl)c2)CC1)Nc1nccs1 | -29% | 4% | -6%
CN1CCN(c2nc(-c3cccs3)nc3ccccc23)CC1 | u | u | 6%
O=C(NCCCCCCCN1CCCCCCC1)C(C1CCCCC1)C1CCCCC1 | 13µM* | 1% | x
C/C(=N\NC(=O)Cc1cccn1C)c1cccs1 | -6% | -1% | -28%
O=C(OCC(=O)N1CCc2ccccc2C1)c1cccc([N+](=O)[O-])c1 | -6% | 6% | 8%
O=C(OCC(=O)N1CCN(c2ccccc2)CC1)c1cc(Br)ccc1Cl | -4% | -12% | x
N#Cc1c(N)oc(-c2cccs2)c1-c1cccs1 | -16% | 2% | -3%
CCCOc1cccc(C2c3c(oc4ccc(F)cc4c3=O)C(=O)N2c2nc(C)c(C(C)=O)s2)c1 (stereo unspecified) | 13µM* | -12% | x
CSc1nnc(N2C(=O)C(O)=C(C(=O)c3ccco3)C2c2ccc(F)cc2)s1 (stereo unspecified) | 22% | 22% | 2%
CC(C)(C)OC(=O)NCCCC[C@H](NC(=O)c1nc[nH]c1C(=O)NCC(=O)OCc1ccccc1)C(=O)OC(C)(C)C | 15µM* | -7% | -1%
CCOC(=O)C1(Cc2ccccc2Cl)CCN(C(=O)c2cc(C)on2)CC1 | u | 0% | -16%
O=C(c1ccc(C(F)(F)F)cc1)N1CCC(=O)N(C(COCc2ccc(C(F)(F)F)cc2)Cc2ccccc2)CC1 (stereo unspecified) | u | -3% | 7%
COc1ccc(OCCC(=O)OCC(=O)NC2CCCCC2)cc1 | 14% | 7% | x
Cc1ccc(S(=O)(=O)N2[C@@H](c3ccc(Cl)cc3)C(C(=O)O)=CC[C@H]2c2ccc(Cl)cc2)cc1 | u | -2% | 8%
CCOCCCNC(=O)Cn1ncc2c([nH]c3ccc(C)cc32)c1=O | u | 18% | x
CCc1nnc(NC(=O)CSc2nccn2-c2cccc(C)c2C)s1 | 16µM* | -19% | 6%
COc1cccc(OC)c1NC(=O)NC(=O)c1c(OC)c(Br)cc([N+](=O)[O-])c1OC | -17% | 5% | 1%
CC1(C)CC(=O)C(C(N)=NC(=O)c2ccc([N+](=O)[O-])cc2)=C(O)C1 | 8% | 3% | 10%
Cn1c(=O)n(C/C=C/c2ccccc2)c(=O)c2c1nc1n2CCN1c1ccccc1 | 4% | 39% | x
O=C(CSc1nccc(=O)[nH]1)c1ccccc1Br | -22% | 5% | 0%
COc1ccc(NC(=O)CSc2nc3c(oc4ccccc43)c(=O)n2-c2ccc(C)c(C)c2)cc1 | -5% | -10% | x
Cc1ccc(-c2nc3c(c(SCc4ccc(Br)cc4)n2)Cc2c(CO)cnc(C)c2O3)cc1 | -3% | -6% | x
CCOC(=O)c1ccc(NC(=O)Cc2coc3cc(C)cc(C)c23)cc1 | u | 4% | x
O=C(COC(=O)COc1ccccc1)Nc1ccc(Br)cc1F | 2% | -2% | x
Cc1ccc(S(=O)(=O)N2[C@@H](c3ccc(Br)cc3)C(C(=O)O)=CC[C@H]2c2cccs2)cc1 | 11% | -15% | x
CCC(C)c1ccccc1NC(=O)COC(=O)c1ccc(C)c(NC(=O)c2ccco2)c1 (stereo unspecified) | -28% | 8% | 7%
CCc1nnc(NC(=O)CSc2nnc(CSc3nc(C)cc(C)n3)n2C)s1 | 2% | 7% | -5%
COc1cccc(C2CC(c3ccc(Cl)cc3)n3nc(N)nc3N2)c1 (stereo unspecified) | u | 11% | 9%
O=C(Nc1ccc(Br)cc1F)C1CCCO1 (stereo unspecified) | 3% | 0% | -4%
CN(C(=O)c1ccc(NC(=O)Cc2cccc(NC(=O)C3CCN(C(=O)C4CC4)CC3)c2)cc1)C1CC1 | -25% | 3% | x
C/C(=N\Nc1cccc2cccnc12)c1ccccn1 | 0.73µM* | -4% | -3%

4 compounds picked at random from those above, as already listed:
SMILES | TDP1 cell CPT | FEN1 inh | N370S GC mod
COc1cccc(OC)c1NC(=O)NC(=O)c1c(OC)c(Br)cc([N+](=O)[O-])c1OC | -17% | 5% | 1%
CC1(C)CC(=O)C(C(N)=NC(=O)c2ccc([N+](=O)[O-])cc2)=C(O)C1 | 8% | 3% | 10%
CCOCCCNC(=O)Cn1ncc2c([nH]c3ccc(C)cc32)c1=O | u | 18% | x
O=C(CSc1nccc(=O)[nH]1)c1ccccc1Br | -22% | 5% | 0%

3 structures from above, ordered by molar mass, lowest first.
SMILES | TDP1 cell CPT | FEN1 inh | N370S GC mod
O=C(Nc1ccc(Br)cc1F)C1CCCO1 (stereo unspecified) | 3% | 0% | -4%
Cc1ccnc2nc(C(=O)OCCOc3cccc(Br)c3)nn12 | -8% | -4% | 1%
O=C(NCCCCCCCN1CCCCCCC1)C(C1CCCCC1)C1CCCCC1 | 13µM* | 1% | x
